# Assay outcomes as filed in PubChem.
# Growth percent in the NCI-60 one-dose screen (48 h, 10 µM unless noted): 100 = growth as untreated, 0 = no growth, -100 = all killed.
# NCI-H226: NCI-H226 lung cancer; AID 1794732; 3.5% of 79,000 active
# NCI-H460: NCI-H460 lung cancer; 6.8% of 82,000 active
# NCI/ADR-RES: NCI/ADR-RES ovarian cells. 4.4% of 81,000 active. AID 1794790
# CAKI-1: CAKI-1 renal cancer; 4.7% of 75,000 active
# A498: A498 renal cancer cells | 5.4% of 76,000 active
# ACHN: ACHN renal cancer. 4.9% of 81,000 active
# NCI-H23: NCI-H23 lung cancer | 4% of 80,000 active | AID 1794731
# RXF 393: RXF 393 renal cancer cells | 6.9% of 77,000 active
# NCI-H522: NCI-H522 lung cancer; 8% of 78,000 active; AID 1794739
# * hit, by the source's call; nt = not tested or not shown; & = joins results of further samples; ! = not confirmed by another sample; [ ] = remark or other dose. How the source made its calls: active means growth percent below 10; inactive means the rest.
SMILES,NCI-H226,NCI-H460,NCI/ADR-RES,CAKI-1,A498,ACHN,NCI-H23,RXF 393,NCI-H522
O/N=C\c1cc(-c2ccc(I)cc2)on1,99,99,102,101,88,102,95,98,111
O=C1NC(=O)c2c1c1c3ccccc3[nH]c1c1oc3ccc(O)cc3c21,96,93,96,71,76,82,98,nt,95
O=C(c1ccccc1)c1c(-c2ccccc2)c(C(=O)c2ccccc2)c2ccccc2c1Cl,77,85,75,71,101,102,77,nt,61
N#CN=CN1CC=C(c2ccc(Cl)cc2)CC1,99,102,nt,103,85,110,107,95,106
Cc1ccc(/C=C2\SC(=S)N(CCC(=O)NCCN3CCOCC3)C2=O)cc1,94,103,99,92,97,93,100,116,95
CC(C)[C@@H](C(=O)O)N1C(=O)c2ccccc2C1=O,92,109,109,91,102,99,96,116,54
CSc1ccc(OCc2nc3ccccc3n2-c2cccc(NS(C)(=O)=O)c2)cc1,88&100,73&114,80&97,85&77,153&137,95&91,81&92,84&82,97&105
COCc1cnccc1NC1CCCCCC1,96,108,100,94,84,108,103,100,90
Nc1nc(Nc2ccccc2)c2ncn(Cc3cc4c(cc3Br)OCO4)c2n1,29,5.3*,8.6*,18,-3.5*,17,23,23,-41*
COc1cc2c(=O)n3c4c(cccc4c2cc1OC)CC3,110,104,91,108,110,101,130,117,118
CCOc1cc(Br)cc2cc(C(=O)CSc3nc4ccccc4c(=O)n3-c3ccccc3)c(=O)oc12,92,85,97,88,87,91,88,91,62
OCc1ccc(Cl)cc1,85,115,103,nt,113,106,95,nt,92
Nc1ccc(CCc2ccccc2)cc1,75,106,97,62,72,105,96,84,60
O=C1C=CN2C(=O)CCC=C[C@H]2[C@H]1O,111,116,104,103,89,122,100,120,91
COc1cccc(C2C(=O)c3ccccc3-c3cn(Cc4ccccc4)c4cccc2c34)c1 (stereo not given),nt,103,103,78,95,102,88,140,94
O=C(O)c1ccccc1-c1c2cc(Br)c(=O)c(Br)c-2oc2c(Br)c(O)c(Br)cc12,107&104,111&109,100&100,101&92,81&118,105&110,101&103,112&121,115&96
COc1cc(-n2nc(C(=O)Nc3ccc(C(=O)O)cc3)nc2-c2ccccc2)cc(OC)c1OC,103,115,89,52,63,36,97,106,56
CC(=O)Oc1ccc(C)cc1C,107,115,108,101,87,101,103,114,101
CCc1cccc(CC)c1NC(=O)NN(CC)CC,102[100 µM],110[100 µM],100[100 µM],107[100 µM],124[100 µM],104[100 µM],104[100 µM],108[100 µM],95[100 µM]
CNC(=O)CCCC(=O)NCc1ccc(Cl)cc1Cl,105,110,110,102,nt,99,104,120,98

# 7 structures already listed, sorted by molar mass, smallest number first:
SMILES,NCI-H226,NCI-H460,NCI/ADR-RES,CAKI-1,A498,ACHN,NCI-H23,RXF 393,NCI-H522
OCc1ccc(Cl)cc1,85,115,103,nt,113,106,95,nt,92
CC(=O)Oc1ccc(C)cc1C,107,115,108,101,87,101,103,114,101
Nc1ccc(CCc2ccccc2)cc1,75,106,97,62,72,105,96,84,60
CNC(=O)CCCC(=O)NCc1ccc(Cl)cc1Cl,105,110,110,102,nt,99,104,120,98
COc1cc(-n2nc(C(=O)Nc3ccc(C(=O)O)cc3)nc2-c2ccccc2)cc(OC)c1OC,103,115,89,52,63,36,97,106,56
CCOc1cc(Br)cc2cc(C(=O)CSc3nc4ccccc4c(=O)n3-c3ccccc3)c(=O)oc12,92,85,97,88,87,91,88,91,62
O=C(O)c1ccccc1-c1c2cc(Br)c(=O)c(Br)c-2oc2c(Br)c(O)c(Br)cc12,107&104,111&109,100&100,101&92,81&118,105&110,101&103,112&121,115&96

# Later entries:
SMILES,NCI-H226,NCI-H460,NCI/ADR-RES,CAKI-1,A498,ACHN,NCI-H23,RXF 393,NCI-H522
Cc1ccc(-n2cc(COC(=O)/C=C/c3cn(-c4ccccc4)nc3-c3ccccc3)nn2)cc1,82,100,76,73,65,99,74,91,73
CCC(CC)COC(=O)c1ccccc1C,97,108,105,102,94,102,98,117,81
NC(=O)C(c1ccccc1)c1ccccc1,101,104,111,94,94,106,102,nt,72
CC(=O)Nc1ccc(S(=O)(=O)CCc2cc[n+](C(C)C)cc2)cc1,104,108,112,94,98,101,107,115,76
C#CCn1c2c(c3ccccc31)C[C@]1(C)[C@H]3CC[C@@H]4[C@@H]5C(=CCC[C@H]5C(=C)C)CC[C@@]4(C)[C@]3(C)CC[C@H]1C2(C)C,102,100,106,80,111,99,106,128,96
O=C(Nc1ccc(N=C=S)cc1)OCc1ccccc1,84,87,85,nt,62,87,82,78,46
CC(=O)/C(N=Nc1ccc2oc(=O)ccc2c1)=C(\C)O,43,15,13,33,30,18,27,52,31
COc1ccc(C(=O)c2cc(C(=O)/C=C/c3ccc(Br)cc3)c3cc(C)ccn23)cc1,99,101,94,98,87,101,93,107,94
COc1cccc(C(=O)Nc2cccc(-c3cc(=O)c4c(OC)c(OC)c(OC)cc4o3)c2)c1,72,nt,65,82,66,58,66,71,42
O=C(O)C1CC2(Br)C(Br)=C(Br)C1(Br)C2(Br)Br (stereo not given),90,100,103,90,85,104,94,91,85
CCOC(=O)c1c(-c2ccccc2Cl)c(C#N)c(=O)n(-c2cccc(C(F)(F)F)c2)c1N,102,104,103,96,96,96,102,108,87
Clc1nc2ccccc2cc1Cn1nnc(Cc2ccccc2)n1,58,74,52,40,nt,52,46,84,42
CCN(CC)CCOC(=O)c1cc(Cl)cc(N)c1O,102,105,103,nt,103,103,102,106,100
O=C(CCCCCCC(=O)ON1C(=O)CCC1=O)ON1C(=O)CCC1=O,93,109,111,98,89,105,111,127,90
CN(C)c1nc(NCCNS(=O)(=O)c2ccc(C(=O)/C=C/c3ccccc3)cc2)nc(Nc2ccc(F)cc2)n1,28,15,16,38,61,13,29,nt,62
COc1ccc(-c2nc(SCCC(C)C)nc(Nc3ccccc3)c2C#N)cc1,108,65,95,89,91,61,98,107,84
Br[C@H]1CC2CCC1C2 (stereo not given in full),110,104,102,96,86,102,106,120,113
Sc1ccccc1-n1c(-c2ccccc2)ccc1-c1ccccc1,105,107,101,113,123,103,117,131,85
CCN1CCN(C(=S)SC(SC(=S)N2CCN(CC)CC2)C(=O)c2nnn(-c3ccc([N+](=O)[O-])cc3)c2C)CC1,89,92,96,92,95,85,89,88,59
C=C1C(=O)O[C@H]2[C@H]1CC/C(COC(=O)c1cc3ccccc3s1)=C\CC[C@@]1(C)O[C@@H]21,-51*,-57*,1.7*,-73*,62,-91*,-46*,-89*,-70*

# 4 records drawn at random from the list so far, as already listed:
SMILES,NCI-H226,NCI-H460,NCI/ADR-RES,CAKI-1,A498,ACHN,NCI-H23,RXF 393,NCI-H522
CN(C)c1nc(NCCNS(=O)(=O)c2ccc(C(=O)/C=C/c3ccccc3)cc2)nc(Nc2ccc(F)cc2)n1,28,15,16,38,61,13,29,nt,62
O=C(CCCCCCC(=O)ON1C(=O)CCC1=O)ON1C(=O)CCC1=O,93,109,111,98,89,105,111,127,90
C=C1C(=O)O[C@H]2[C@H]1CC/C(COC(=O)c1cc3ccccc3s1)=C\CC[C@@]1(C)O[C@@H]21,-51*,-57*,1.7*,-73*,62,-91*,-46*,-89*,-70*
COc1ccc(-c2nc(SCCC(C)C)nc(Nc3ccccc3)c2C#N)cc1,108,65,95,89,91,61,98,107,84

# Continuation:
SMILES,NCI-H226,NCI-H460,NCI/ADR-RES,CAKI-1,A498,ACHN,NCI-H23,RXF 393,NCI-H522
Cc1ccc2c(C3NNC(=S)N3)cc(=O)oc2c1C (stereo not given),97,100,107,95,101,104,97,111,97
COc1cc(C(=O)/C=C/c2c(-c3cccs3)nc3ccccn23)cc(OC)c1OC,25,-48*,-16*,-5.6*,-22*,-23*,14,2.4*,1.2*
N#Cc1nc2c(S(=O)(=O)c3ccc(Cl)cc3)c(N)n(CCCN3CCOCC3)c2nc1C#N,83,100,92,54,68,48,74,45,33
CN1CCN(Cc2ccc(NC(=O)c3cc(C#Cc4cnc(N)c5ncccc45)n(C)n3)cc2C(F)(F)F)CC1,115,9.1*,96,105,83,47,98,69,100
Cc1[nH]c(-c2nc3ccccc3[nH]2)c(C)c1C(=O)N1CCCCC1,108,97,97,98,nt,95,91,108,87
CCCCCCCCCC1=NC(C)(C)CN1CC(C)O (stereo not given),94,108,98,95,98,96,93,82,96
OCCCN1CNC(=S)NC1,102,110,104,104,123,106,104,104,96
COc1cc(-c2nn(-c3ccc(NC(=O)c4cc(C(F)(F)F)cc(C(F)(F)F)c4)cc3)cc2-c2ccncc2)ccc1Cl,86,44,62,nt,78,52,55,23,nt
Cn1c(Cl)cc2c1-c1oncc1CCC2,nt,103,101,99,93,98,101,99,106
Cn1c(=O)c2c(nc(/N=C/c3ccccc3)n2C)n(C)c1=O,103,104,nt,93,99,105,106,110,131
O=C(OCc1ccc2c(Cl)cc(Cl)c(O)c2n1)c1c[nH]c2ccccc12,84,21,19,40,66,40,60,72,77
CN=NN(C)C(=O)NC,96[100 µM],111[100 µM],106[100 µM],96[100 µM],113[100 µM],101[100 µM],105[100 µM],105[100 µM],103[100 µM]
Cc1ccc(S(=O)(=O)CC(=O)Nc2ccc(C(=O)O)cc2)cc1,94,104,108,98,106,102,106,99,86
CC[C@@H](C)/C=C(C)/C=C/C(=O)c1c(O)c(-c2ccc(O)cc2)cn(OC2CC(=O)CCC(C)OC(=O)CC2O)c1=O (stereo not given in full),16,-20*,5.2*,-17*,29,1.0*,27,34,nt
CCN(CCO)C1c2ccccc2-c2ccccc21,90,105,96,nt,118,104,99,118,92
CCN(CC)CCC(CNc1c2ccc([N+](=O)[O-])cc2nc2cc(OC)c(OC)cc12)c1ccccc1 (stereo not given),-61*,-100*,-58*!,-76*,-17*,-77*,-71*,-90*,-79*
CC(=O)Nc1ccc(C(=O)CCN2CCCCC2)cc1,100,106,106,92,nt,106,97,nt,70
S=C1NC2(c3ccccc3)CCC(=S)N2c2ccccc21 (stereo not given),nt,108,109,79,nt,108,103,116,91
O=C(CSc1nc(-c2ccccc2)cn1-c1ccc(Cl)cc1)c1ccc(-c2ccccc2)cc1,99,103,107,91,107,93,96,117,82
Fc1ccc(Nc2n[nH]c(Cc3ccccc3)n2)cc1,110,111,112,nt,99,100,108,116,94
COc1ccccc1-c1cn2ccnc2c(-c2ccccc2OC)n1,100,104,90,88,116,95,94,97,96
C=C(C)C1CCC2(C)OC2C1 (stereo not given),99,103,100,81,141,104,111,204,105
O=[N+]([O-])c1ccc(N(Cc2ccccc2)Cc2ccccc2)c([N+](=O)[O-])c1,92,83,74,63,77,85,86,93,70
C=CC(C)(C)[C@@]1(C[C@@H]2NC(=O)[C@@H]3CCCN3C2=O)C(=O)Nc2c1ccc1c2C=CC(C)(C)O1,87,105,98,nt,75,109,98,101,102
N/C(=N\c1nc2ccccc2s1)NC(=O)Nc1c(Cl)cccc1Cl,67,18,7.2*,32,94,48,32,81,-19*
Cc1ccc2c(n1)C[C@H](C(C)(C)O)CC[C@@H]2C,106,107,107,98,101,108,104,121,91
O=C(O)CNC(=O)c1cn(-c2ccccc2)nc1-c1ccc(Cl)s1,89,112,102,112,136,105,95,nt,93
CCN(CC)Cn1nc2n(C)c(=O)c(C#N)c(-c3ccccc3)n2c1=S,105,100,105,98,119,115,102,105,92
Cc1ccc(N2CCC(=O)NC2=S)c(C)c1,103,101,113,93,97,102,109,123,97
CC1=C(CCC(C)N)C(C)(C)CCC1 (stereo not given),98,99,98,83,73,96,98,92,73
O=C(Nc1ccc(Cl)cc1)NN1CCCCCC1,107,110,112,100,99,107,103,105,113
C=C(C)[C@@H]1CC[C@]2(C(=O)NCCCN)CC[C@]3(C)[C@H](CC[C@@H]4[C@@]5(C)CC[C@H](O)C(C)(C)[C@@H]5CC[C@]43C)[C@@H]12,37[100 µM],-43*[100 µM],-9.5*[100 µM],-55*[100 µM],-45*[100 µM],-49*[100 µM],-8.5*[100 µM],-42*[100 µM],-17*[100 µM]
CCOC(=O)c1c(NCC(=O)Nc2ccccc2[N+](=O)[O-])sc(C(C)=O)c1C,92,108,102,82,115,95,96,108,93
CN1C(=O)/C(=C/c2ccc(/C=C3\SC(=S)N(C)C3=O)cc2)SC1=S,97,97,87,94,97,99,91,94,90
Cc1noc(C)c1CSc1ccccc1C(=O)N1CCN(Cc2cccs2)CC1,101,103,94,91,100,100,96,118,85
O=C1c2ccccc2C(=O)c2c1nc(-c1ccc(Cl)cc1)n2O,90,93,90,88,60,93,84,108,98
Cc1ccc(C2=NN(C)C(=O)C3(CCCC3)C2)cc1,105,112,102,100,89,110,106,124,103
CN1CCC(=C2c3ccccc3Sc3ccccc32)CC1,101,101,82,77,102,nt,98,80,78
COc1ccc2c(c1)c(-c1nc(-c3ccsc3)cs1)cn2C(=O)OC(C)(C)C,92,nt,98,98,nt,110,90,109,74
S=C(N/N=C/c1cccc2ccccc12)N/N=C/c1cccc2ccccc12,91,100,99,98,85,104,93,97,89
CCCCCN1CCN(C(CC(=O)c2ccccc2)C(=O)c2ccccc2)CC1 (stereo not given),103,nt,99,82,nt,106,99,111,1.5*
CC(=O)Oc1c(C)c(C)c2c(c1C)CCC(C)(CCCC(C)CCCC(C)CCCC(C)C)O2 (stereo not given),101,109,101,101,114,103,101,112,85
COc1cc(C2CC(c3ccc(C)cc3)=NN2C(C)=O)ccc1Oc1nc2c(c(=O)n(C)c(=O)n2C)n1C (stereo not given),100,108,77,90,95,88,98,113,89
O=C(Nc1nc(-c2ccc(Br)cc2)cs1)c1cc(-c2ccc(Cl)cc2)nc2ccc(Cl)cc12,62,89,86,69,nt,74,61,92,54
CC(=O)[C@@H]1CC[C@]2(C(=O)n3ccnc3)CC[C@]3(C)[C@H](CC[C@@H]4[C@@]5(C)Cc6c([nH]c7ccccc67)C(C)(C)[C@@H]5CC[C@]43C)[C@@H]12,76,81,90,nt,99,83,88,106,83
C=C(C)CC(C)(O)c1cccc2ccccc12 (stereo not given),105,106,103,95,83,103,99,108,85
CCCC1(C)C(C#N)C(=O)NC(=O)C1C#N (stereo not given),106,111,107,93,98,102,105,114,91
CCCCOC(=O)Cc1ccc(OC)cc1,107,107,106,89,83,110,100,110,95
